E coli growth – E. coli V3065 growth inhibition, primary screen, counter-screen for AddAB inhibitor project, absorbance, OD600; 18 h; inhibition, % at 11.9 µM; 0.27% of 330,000 active;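 active = inhibition above the campaign's mean inhibition across all tested compounds plus 3 SD, cut at about 9.9% in these data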;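 note: uninfected addAB+ strain grown without phage in ampicillin broth; 0% = DMSO wells and 100% = ciprofloxacin 0.95 µg/ml wells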
SR-BI DiI inh – inhibitors of SR-BI mediated HDL lipid uptake, primary screen, ldlA[mSR-BI] cells, fluorescence, single point | Scavenger receptor class B member 1 (Mus musculus), Q61009 | ldlA[mSR-BI] CHO cells, DiI-HDL uptake fluorescence, 3 h | inhibition, % at 12.5 µM | 0.96% of 320,000 active | AID 488896, 2010;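 active = mean replicate inhibition of at least 70% and a set share of replicates each scoring 70 or more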;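 note: 0% = median of neutral control wells and 100% = median of positive control wells; values of inactives mirror those of a sister screen read the other way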
Target sequence (Q61009 whole entry, looked up): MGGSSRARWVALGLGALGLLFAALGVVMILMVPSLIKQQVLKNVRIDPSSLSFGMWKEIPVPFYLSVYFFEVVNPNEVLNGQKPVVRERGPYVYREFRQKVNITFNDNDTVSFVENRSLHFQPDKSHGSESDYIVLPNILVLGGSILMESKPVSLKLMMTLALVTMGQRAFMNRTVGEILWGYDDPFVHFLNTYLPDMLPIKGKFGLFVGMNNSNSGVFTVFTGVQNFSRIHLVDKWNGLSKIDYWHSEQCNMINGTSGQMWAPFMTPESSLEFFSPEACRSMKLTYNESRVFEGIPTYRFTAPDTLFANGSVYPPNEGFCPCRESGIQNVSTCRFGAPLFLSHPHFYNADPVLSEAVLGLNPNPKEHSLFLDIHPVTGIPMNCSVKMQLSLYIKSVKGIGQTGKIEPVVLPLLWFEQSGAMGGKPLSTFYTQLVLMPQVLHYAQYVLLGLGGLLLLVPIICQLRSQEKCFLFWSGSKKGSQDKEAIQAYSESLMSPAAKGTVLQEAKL
AddAB inh – growth inhibition of E. coli expressing H. pylori AddAB, primary screen, AddAB inhibitor project, absorbance; 0.29% of 330,000 active; AID 435030, 2010; inhibition, % at 11.9 µM; in the data active = inhibition above about 12%;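 note: 0% = vehicle wells of infected cells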
Wnt act – Wnt/beta-catenin pathway activators, primary screen, cell-based, plate reader, single point; Wnt/beta-catenin reporter cell assay, activator; activation, % at 9.35 µM; 1.2% of 300,000 active; AID 743398, 2014; in the data active = activation above about 30%, passing the limit was not always enough;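 note: 0% = neutral control wells and 100% = positive control wells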
phage Ecoli inh – growth loss of phage-infected E. coli, primary screen, RecBCD inhibitor project, absorbance, with phage, HTS | inhibition, % at 11.9 µM | AID 651602, 2012 | 0.26% of 360,000 active; in the data active = inhibition above about 11%
CAL PDZ FP-1 – CAL PDZ peptide-binding inhibitors, primary screen, biochemical, fluorescence polarization, Cer-tagged CAL PDZ, HTS; purified CAL PDZ, TMR-peptide fluorescence polarization, 1 h; inhibition, % at 20 µM; 0.02% of 330,000 active; AID 504414, 2011;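 active = highest replicate inhibition of at least 40%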;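 note: plate controls were DMSO neutral control wells for no effect and unlabeled competitor peptide control wells for full effect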
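material = purified tagged CAL PDZ domain construct (CerCALP) | compound dosing = 20 µM, one dose | times = 1 h at RT | measured by = fluorescence polarization from S- and P-plane intensities, G-factor corrected | read-out = inhibition from polarization loss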
CAL PDZ FP-2 – untagged CAL PDZ binding inhibitors, primary screen, biochemical, fluorescence polarization, HTS; purified CAL PDZ, TMR-peptide fluorescence polarization, 1 h; inhibition, % at 24.9 µM; 0.92% of 300,000 active; AID 602252, 2012;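 active = mean inhibition of at least 30% with at least half of replicates also reaching 30%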;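 note: 0% = DMSO neutral control and 100% = excess unlabeled competitor peptide PRC23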
MITF act – activators of MITF-driven TRPM1 promoter reporter, primary screen, cell-based, SK-MEL-5, luciferase, single point | SK-MEL-5 TRPM1-promoter luciferase, 24 h; % of positive control, neutral wells = 0 | activation, % at 12.5 µM | 0.75% of 300,000 active;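 active = mean activation of at least 80% with every replicate also reaching 80%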;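 note: 0% = neutral control wells and 100% = parthenolide positive control wells; values of inactives mirror those of a sister screen read the other way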
SR-BI uptake up – activators of SR-BI mediated DiI-HDL uptake, primary screen, ldlA[mSR-BI] CHO cells, DiI fluorescence; 3 h; 100 = double the neutral-control signal; activation, % at 12.5 µM; 0.096% of 320,000 active; AID 504775, 2011;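 active = mean replicate activation of at least 60% and every replicate at or above 60%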;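 note: 0% = median plate neutral-control signal and 100% = twice that signal; values of inactives mirror those of a sister screen read the other way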
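Test system: SR-BI-overexpressing, LDLR-lacking CHO cells. Measured by: DiI fluorescence, bottom read. Medium: Ham's F12 with 0.5% BSA, HEPES 25 mM, pH 7.4. Timing: 3 h uptake period with compound, 37 °C.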
Tat export inh – E. coli Tat export inhibitors, primary screen, MC4100, TorA-mCherry reporter, fluorescence, single point | inhibition, % at 10 µM | 0.036% of 340,000 active;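 active = mean replicate inhibition at least 50% and at least half of replicates individually reaching 50%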;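 note: exported cargo escapes ClpAP degradation while cytoplasmic cargo is degraded and loses fluorescence; 0% = median of neutral control wells and 100% = median of NaSCN control wells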
An asterisk follows results filed as active; . = not tested or not shown; & = joins results of further samples.

SMILES	E coli growth	SR-BI DiI inh	AddAB inh	Wnt act	phage Ecoli inh	CAL PDZ FP-1	CAL PDZ FP-2	MITF act	SR-BI uptake up	Tat export inh
Cc1cccc(-c2nnc(SCC(=O)N3c4ccccc4CCc4ccccc43)n2C)c1	0.6	-36	2.4	.	3.2	-1.2	0	-7	36	3
Nc1cc(=O)[nH]c(SCC(=O)N2CCC(Cc3ccccc3)CC2)n1	0.3	-3	1.7	0	1.0	0.5	-3	-8	3	-1
COc1ccc(C(=O)N=C2CCC(C#N)=C3c4cc(OC)c(OC)cc4CCN23)cc1	0.0	2	0.3	-8	2.4	-1.6	-3	-14	-2	-9
Cc1ccc(S(=O)(=O)N2CCN(C(=O)COC(=O)Cc3cccc(C(F)(F)F)c3)CC2)c(C)c1	-0.5	-9	-1.2	-3	4.5	-0.3	.	4	9	13
Cc1cc(C)cc(NC(=O)c2cc(=O)c3ccccc3o2)c1	-0.4	55	-0.2	-14	3.7	-0.3	0	2	-55	6
CN1OC[C@@H]2CN(Cc3ccccc3)[C@H](c3cccc(N4CCOCC4)c3)C[C@@H]21	.	6	.	-2	-0.4	0.5	-6	4	-6	-6
Cc1ccccc1C1c2[nH]c3ccccc3c2C[C@H]2C(=O)N(c3ccccc3C(=O)NCCCN3CCOCC3)C(=O)N12 (some centres undefined)	-4.5	-1	1.7	-2	1.7	-0.2	-3	-14	1	4
C[C@H](NC(=O)N1CCn2c1nc1ccccc12)C(=O)N1CCCCC1	-2.1	-6	0.5	-3	1.9	-0.3	42*	-13	6	2
Cc1ccc(C#N)c(SCc2nnc(-c3ccc(Cl)cc3)o2)n1	-1.8	16	1.3	.	2.3	-1.3	1	-44	-16	-6
COc1cc(C(=S)N2CCOCC2)cc(OC)c1OS(=O)(=O)c1ccc(Cl)cc1	-1.8	2	0.2	0	3.3	-0.6	3	.	-2	8
CSc1ccccc1NC(=O)CSc1n[nH]c(C)c1[N+](=O)[O-]	0.8	.	0.3	4	1.1	-2.0	-2	-8	.	0
O=C(CN1C(=O)NC2(CCCC2)C1=O)N1CCN(S(=O)(=O)c2ccc(Cl)c(C(F)(F)F)c2)CC1	1.9	-23	-1.4	-4	0.8	-2.1	-1	2	23	5
COc1cccc(C=Nc2ccccc2C#N)c1O	1.7	-3	3.1	-3	3.7	-0.8	-3	-9	3	-2
Cc1cc(C(=O)NNC(=O)CCCCC(=O)NNC(=O)c2cc(C)[nH]n2)n[nH]1	-0.1	-11	0.9	-1	3.6	-1.1	-4	2	11	-6
COc1ccc(C(=O)Nc2nc3c(s2)Cc2cc(OC)ccc2-3)cc1	0.2	87*	-2.4	.	3.0	-0.1	0	6	-87	-13
COCCN(C(=S)Nc1ccccc1C)C(C)c1cccnc1 (centres undefined)	-0.8	10	4.0	4	0.3	0.2	-3	-6	-10	5
OCC(Cc1ccc2c(c1)OCO2)C(CO)Cc1ccc2c(c1)OCO2 (centres undefined)	0.8	1	1.7	-1	1.4	-0.9	-5	13	-1	6
N/C(=N/OC(=O)c1ccccc1Cl)c1ncc([N+](=O)[O-])s1	10*	-7	14*	-3	2.9	1.5	-5	.	7	-11
CC(C)(CNC(=O)c1ccccc1NS(C)(=O)=O)N1CCCCC1	0.6	.	1.0	0	-1.4	-3.0	-5	-9	.	5
O=C(Nc1ccc2oc(-c3ccncc3)nc2c1)c1ccccc1F	2.6	-7	4.8	.	1.9	0.0	-2	40	7	7
Cc1ccc(S(=O)(=O)N(CC(=O)Nc2ccccc2C(=O)O)c2ccc(Cl)cc2)cc1	-1.5	-19	0.7	-2	3.0	-0.4	-4	-13	19	1
Cc1ccc(C)c(N2CCN(C(=O)c3cc4c(C)nc5ccccc5c4o3)CC2)c1	-0.3	10	0.9	-2	2.5	-3.4	-7	-10	-10	15
CCOc1ccccc1N1CCN(C(=O)NC(C)c2ccc(F)c(F)c2)CC1 (centres undefined)	0.6	52	3.1	0	0.3	-1.3	-5	4	-52	2
COc1ccccc1N1CCN(C(c2cccs2)c2nnnn2C2CCCC2)CC1 (centres undefined)	-0.1	54	-1.5	-7	0.0	-1.2	-3	2	-54	-2
CCc1c(Nc2ccccc2Cl)nc(N)[nH]c1=O	.	-15	.	-2	-2.7	0.8	.	0	15	17
O=C(NCc1ccccc1)C(c1ccco1)N(C(=O)c1csnn1)c1ccccc1 (centres undefined)	1.1	-10	0.7	-4	1.1	0.2	-1	-18	10	4
COc1cc(C(=O)N(Cc2ccc(N(C)C)cc2)C2CCS(=O)(=O)C2)cc(OC)c1OC (centres undefined)	-2.1	-24	-4.2	.	2.4	-3.1	-2	3	24	-4
CC(=O)NC(c1cc(Cl)c2cccnc2c1O)C(C)C (centres undefined)	-0.5	-13	3.5	7	8.4	-0.4	6	-27	13	0
CCCc1cnc(N2CCN(S(=O)(=O)c3cccs3)CC2)nc1	-0.2	.	7.4	5	1.9	.	.	.	.	.
O=c1oc(-c2ccccc2Cl)nc2ccsc12	0.1	-7	1.7	.	2.1	-1.4	-3	-6	7	-5

Reprinted at random: 5 records from the list, in no set order.
SMILES	E coli growth	SR-BI DiI inh	AddAB inh	Wnt act	phage Ecoli inh	CAL PDZ FP-1	CAL PDZ FP-2	MITF act	SR-BI uptake up	Tat export inh
OCC(Cc1ccc2c(c1)OCO2)C(CO)Cc1ccc2c(c1)OCO2 (centres undefined)	0.8	1	1.7	-1	1.4	-0.9	-5	13	-1	6
O=C(NCc1ccccc1)C(c1ccco1)N(C(=O)c1csnn1)c1ccccc1 (centres undefined)	1.1	-10	0.7	-4	1.1	0.2	-1	-18	10	4
COCCN(C(=S)Nc1ccccc1C)C(C)c1cccnc1 (centres undefined)	-0.8	10	4.0	4	0.3	0.2	-3	-6	-10	5
CC(=O)NC(c1cc(Cl)c2cccnc2c1O)C(C)C (centres undefined)	-0.5	-13	3.5	7	8.4	-0.4	6	-27	13	0
CCOc1ccccc1N1CCN(C(=O)NC(C)c2ccc(F)c(F)c2)CC1 (centres undefined)	0.6	52	3.1	0	0.3	-1.3	-5	4	-52	2

(continued)
SMILES	E coli growth	SR-BI DiI inh	AddAB inh	Wnt act	phage Ecoli inh	CAL PDZ FP-1	CAL PDZ FP-2	MITF act	SR-BI uptake up	Tat export inh
CCn1c(CNC(=O)c2cccc(C)c2)nnc1SCC(=O)N1CCOCC1	-3.2	20	0.0	-2	3.6	0.0	.	14	.	-13
CS(=O)(=O)c1cccc(C(=O)Nc2cccc(-c3nc4ccccc4[nH]3)c2)c1	-1.1	63	1.7	1	-1.7	-2.9	-2	-1	-63	1
Cc1nc2cc(NCc3cc([N+](=O)[O-])ccc3O)ccc2n1Cc1ccccc1	-1.5	-20	1.8	1	2.8	-1.2	-1	1	20	0
CC[n+]1c(/C=C/N(C)c2ccccc2)oc2ccc(F)cc21	-0.5	-27	5.1	5	3.7	-0.5	-1	-45	27	8
C[C@@H]1C(c2ccccc2)=NN(c2ccc(Br)cc2)[C@H]1C(=O)N1CCOC1=O	2.1	25	2.5	0	1.1	0.5	0	-16	-25	-3
CC(=O)OC1CC[C@@]2(C)C(CCC3C2CC(=O)[C@@]2(C)C3CC3CC(C)=CC(=O)C32)C1 (some centres undefined)	.	6	.	-1	-0.4	-0.7	-3	-4	-6	9
C=CCNC(=O)c1ccc(-c2nc3ccccc3nc2-c2ccccc2)cc1	-3.8	30	-0.6	-3	2.2	-1.2	-8	-8	-30	7
CC1CCCC(C)N1C(=C(Cl)Cl)C(=C1SCCS1)[N+](=O)[O-] (centres undefined)	-0.4	15	3.6	-1	5.1	-0.6	-31	19	-15	-3
CCN(CC)C(=O)c1sc2nc(Cc3ccccc3)[nH]c(=O)c2c1C	0.7	16	-0.2	-19	2.1	-0.1	2	4	-16	-2
CC(C)=C1SC(N2CCN(Cc3ccccc3)CC2)=NC1=O	-1.8	-23	1.1	11	-0.5	-3.0	-2	.	23	-3
O=C(CN1CCN(S(=O)(=O)c2ccccc2)CC1)Nc1ccnn1C1CCCC1	-1.1	-15	1.1	1	1.8	-4.0	.	-2	15	4
O=C(Nc1cccc([N+](=O)[O-])c1)c1ccc2nc(N3C(=O)CCC3=O)sc2c1	-2.0	66	-2.4	.	2.5	-2.3	.	-2	-66	-8
CC1CCC2(CC1)NC(=O)N(CC(=O)Nc1nc(-c3ccc(F)cc3)cs1)C2=O (centres undefined)	2.9	-8	1.3	.	2.5	-0.8	-4	-5	8	-1
COc1ccc(S(=O)(=O)N(C)c2ccc(C(=O)N3CCN(c4ccccc4)CC3)cc2)cc1OC	3.1	58	1.4	2	-0.2	-1.3	1	-5	-58	-1
CC(O)CNc1ncnc2nc[nH]c12 (centres undefined)	-0.7	-3	-0.5	-7	3.8	-1.4	-5	8	3	-1
Cc1cn(CC(=O)c2ccccc2)c2ccccc12	0.3	-14	3.3	0	1.5	0.0	14	5	14	5
C=CCN(C(=O)c1csnn1)C(C(=O)NCc1ccc(F)cc1)c1ccccc1 (centres undefined)	-2.3	-15	3.2	-1	-1.1	-4.3	-1	-6	15	-16
COc1cc(C(CCN2CCCC2)c2c(OC)cc(OC)c3c(C)cc(=O)oc23)cc(OC)c1OC (centres undefined)	-0.7	-30	4.7	1	3.0	-1.6	-1	.	30	-14
Nc1nc(NC(=O)c2ccccc2Cl)nn1-c1ccccc1	0.5	.	-0.2	0	3.7	.	.	.	.	.
NC1=NC[C@H](CC2CCCCC2)N1CCc1cc(C(F)(F)F)cc(C(F)(F)F)c1	-0.8	6	2.9	-25	7.4	-0.6	0	-5	-6	10
O=C(C1CCN(S(=O)(=O)c2cccs2)CC1)N1CCN(c2ccccc2)CC1	-1.4	11	0.3	-3	2.1	-2.4	.	-3	-11	-1
Cc1ccc(NC(=O)CCSc2nnc(Cc3ccccc3)o2)cc1	-1.7	16	-0.4	-3	2.4	-2.1	-4	-1	-16	12
CCC1CCCCN1C(=O)CCS(=O)(=O)c1ccccc1 (centres undefined)	0.2	-8	0.9	2	2.1	-0.5	-2	30	8	-2
COc1ccccc1CNc1ccc(N2CCOCC2)c(C(=O)O)c1	-1.3	8	2.1	.	3.2	1.7	3	.	-8	-2
CCOc1ccc(S(=O)(=O)N2CCCC(C(=O)N3CCOCC3)C2)cc1C (centres undefined)	3.6	-32	2.5	0	0.1	-1.3	-1	-12	.	1
O=C(COc1ccc(Br)cc1Cl)NC(=S)Nc1ccccn1	1.3	2	0.8	24	0.1	-1.7	11	77	-2	5
Cc1ccc(NC(=O)CS(=O)CC(=O)NCCCN(C)c2ccccc2)cc1 (centres undefined)	0.9	-9	0.8	.	3.2	.	1	-2	9	-3
O=C(c1ccco1)N1CCN(S(=O)(=O)c2ccc3c(c2)CCN3C(=O)C2CC2)CC1	-2.2	-9	-0.2	-1&0	2.1	.	8	5	9	1
